Source: PubChem BioAssay
BLM inh: inhibitors of human Bloom syndrome helicase BLM; P54132; recombinant BLM DNA unwinding, fluorescence dequenching; Potency, µM (highest dose often 56.1 µM), for the others: at the top dose activity change, negative = inhibition, hits mostly inhibitors; 350,000 tested, 0.2% active; AID 2528;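 note: plate controls were vehicle for no effect and no enzyme for full effect; nearly all actives have a fitted effect of over 35% in size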
Target sequence (P54132 whole entry, looked up): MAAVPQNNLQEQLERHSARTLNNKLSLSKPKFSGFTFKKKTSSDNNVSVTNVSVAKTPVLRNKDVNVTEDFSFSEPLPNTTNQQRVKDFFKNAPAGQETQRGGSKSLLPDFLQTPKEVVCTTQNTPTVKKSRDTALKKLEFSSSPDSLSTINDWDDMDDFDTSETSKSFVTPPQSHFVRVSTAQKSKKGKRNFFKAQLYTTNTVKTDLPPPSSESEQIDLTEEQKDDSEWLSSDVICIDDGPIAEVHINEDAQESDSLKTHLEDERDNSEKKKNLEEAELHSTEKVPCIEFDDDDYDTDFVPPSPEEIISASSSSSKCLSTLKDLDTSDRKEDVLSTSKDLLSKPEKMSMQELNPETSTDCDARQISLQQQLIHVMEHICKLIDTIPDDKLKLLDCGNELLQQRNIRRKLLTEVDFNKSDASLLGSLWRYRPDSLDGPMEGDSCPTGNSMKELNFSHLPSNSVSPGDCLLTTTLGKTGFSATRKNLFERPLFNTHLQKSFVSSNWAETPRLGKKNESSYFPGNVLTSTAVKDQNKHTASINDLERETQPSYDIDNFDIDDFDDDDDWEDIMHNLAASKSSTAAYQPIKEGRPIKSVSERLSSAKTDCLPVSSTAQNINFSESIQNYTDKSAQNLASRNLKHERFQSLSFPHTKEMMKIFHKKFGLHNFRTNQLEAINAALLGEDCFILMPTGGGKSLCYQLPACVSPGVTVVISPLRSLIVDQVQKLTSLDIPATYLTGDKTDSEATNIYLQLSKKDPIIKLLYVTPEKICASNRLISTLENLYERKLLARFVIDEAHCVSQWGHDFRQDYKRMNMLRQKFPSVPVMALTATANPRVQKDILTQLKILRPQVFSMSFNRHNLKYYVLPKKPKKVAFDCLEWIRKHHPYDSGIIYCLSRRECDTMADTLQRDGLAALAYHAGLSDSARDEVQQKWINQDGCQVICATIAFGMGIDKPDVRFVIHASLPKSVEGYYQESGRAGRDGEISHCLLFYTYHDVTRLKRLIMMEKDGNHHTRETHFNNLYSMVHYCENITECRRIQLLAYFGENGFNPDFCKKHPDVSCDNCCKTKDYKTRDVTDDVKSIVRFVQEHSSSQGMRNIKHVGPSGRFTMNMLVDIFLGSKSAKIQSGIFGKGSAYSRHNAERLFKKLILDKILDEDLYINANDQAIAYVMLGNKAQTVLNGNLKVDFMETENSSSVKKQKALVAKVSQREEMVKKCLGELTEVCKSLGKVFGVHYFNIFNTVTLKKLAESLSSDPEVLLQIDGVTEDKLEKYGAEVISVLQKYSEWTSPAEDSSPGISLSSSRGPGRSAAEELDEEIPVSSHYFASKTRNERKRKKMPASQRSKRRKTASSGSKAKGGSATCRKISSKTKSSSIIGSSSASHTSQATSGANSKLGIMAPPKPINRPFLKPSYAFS
POLK inh: DNA polymerase kappa (human) inhibition; Q9UBT6; purified Pol kappa, fluorescent DNA synthesis assay, 10 min; Potency, µM (top dose mostly 107 µM), inactives show top-dose activity, negative = inhibition, usual class: inhibitors; 400,000 tested, 0.53% active; AID 588579; note: % is set by controls: 0 for no effect and ±100 for the full control effect
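Here, compound and 10 nM enzyme are combined for 15 min at room temperature; adding 50 nM substrate (final) starts DNA synthesis, tracked by fluorescence at 0 and 10 min against buffer-only wells.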
POLI inh: inhibitors of human DNA polymerase iota; Potency, µM (highest dose often 115 µM), inactives show top-dose activity, negative = inhibition, actives largely listed as inhibitors; Pol iota fluorescent replication assay, 10 min; 390,000 tested, 1% active; AID 588590
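Pol iota at 10 nM preincubated 15 min with compounds at room temperature; reaction started with fluorescent substrate, 50 nM final. Fluorescence read kinetically at 0 and 10 min; buffer-only wells as negative control.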
BAZ2B inh: blocks human BAZ2B; Q9UIF8; AlphaScreen BAZ2B-H3K14Ac peptide displacement; Potency, µM (titrated, usually from 114 µM), without a hit: at the top dose activity change, negative = inhibition, most hits filed as inhibitors; 360,000 tested, 4.4% active; note: % is set by controls: 0 for no effect and ±100 for the full control effect; nearly all actives have a fitted effect of over 60% in size
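Inhibition is scored as reduced AlphaScreen emission. The BAZ2B/b-H3(5-23)K14Ac complex (50 nM each) in PBS pH 7.4, 0.01% Tween-20 meets compound (up to 110 uM) for 30 min at RT before bead addition.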
G9a inh: blocks human histone lysine methyltransferase G9a | Q96KQ7 | G9a H3K9 monomethylation, AlphaScreen, 2 h | Potency, µM (highest dose often 102 µM), without a hit: at the highest dose activity, negative = inhibition, most hits filed as inhibitors | 350,000 tested, 8.8% active; note: % is set by controls: 0 for no effect and ±100 for the full control effect; nearly all actives have a fitted effect of over 75% in size
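G9a (20 nM) was preincubated 15 min with compound, then reacted 2 h at room temperature with 500 nM biotin-H3K9 peptide and 20 µM SAM. Monomethyl-H3K9 detected by AlphaScreen using anti-H3K9me1 antibody.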
POLH inh: blocks human DNA polymerase eta activity; Potency, µM (doses to about 114 µM), without a hit: at the highest dose activity change, negative = inhibition, usual class: inhibitors; recombinant Pol eta, fluorescent DNA replication assay; 390,000 tested, 1.2% active; Q9Y253; note: % is set by controls: 0 for no effect and ±100 for the full control effect
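Pol eta at 10 nM preincubated with compounds 15 min at room temperature; reaction started with fluorescent substrate (50 nM final) and read kinetically at 0 and 10 min.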
Apoferritin bind: candidate novel general anesthetic via apoferritin binding | P02791 | apoferritin/1-aminoanthracene competitive binding, fluorescence | Potency, µM (doses to about 77.5 µM), for inactives: at the highest dose activity change, negative = displacement, hits mostly inhibitors | 350,000 tested, 0.074% active; note: % is set by controls: 0 for no effect and ±100 for the full control effect; nearly all actives have a fitted effect of over 20% in size
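Read-out: endpoint 1-AMA fluorescence, excitation 380 nm and emission 535 nm, after compounds sit 10 min at room temperature with 10 uM horse-spleen apoferritin in 50% saturated 1-AMA/PBS. Values come from four-parameter Hill fits.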
POLB inh: DNA polymerase beta (human) inhibition; 340,000 tested, 1.3% active; Pol beta primer extension/strand displacement, fluorescence kinetic; Potency, µM (highest dose often 114 µM), without a hit: top-dose activity change, negative = inhibition, hits mostly inhibitors; note: % is set by controls: 0 for no effect and ±100 for the full control effect
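Pol beta (10 nM) was preincubated with compound for 15 min at room temperature. The reaction was then started with 50 nM substrate and read immediately and after a further 10 min at room temperature.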
APE1 inh: blocks human APE1 abasic DNA cleavage | P27695 | recombinant APE1, TAMRA/BHQ-2 abasic DNA cleavage fluorescence | Potency, µM (titrated, usually from 65.8 µM), inactives show at the highest dose activity change, negative = inhibition, hits mostly inhibitors | 350,000 tested, 0.35% active | AID 2517;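 note: plate controls were vehicle for no effect and reference inhibitor for full effect; nearly all actives have a fitted effect of over 55% in size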
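Measures dequenching upon AP-site incision of a 5'-TAMRA/3'-BHQ-2 THF-containing duplex, 50 nM; human APE1 0.75 nM after 15 min room-temperature exposure to compound; kinetic three-point read at one-minute spacing.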
Active calls of the source: *; ? = inconclusive; . = no result given; & = joins results of further samples; [ ] = dose if it differs, or a comment. Calls come from the whole dose curve; as a rule, active = well fitted curve in the direction sought with a large enough effect; inconclusive = small, poorly fitted or top-dose-only effect, or another doubt; inactive = no such curve, though single readings can be large; an effect the other way counts as inactive or inconclusive. Potency is the fitted concentration of half-maximal effect. The list is partial; rates above refer to the full screens.

POLI inh | POLH inh | BAZ2B inh | APE1 inh | BLM inh | G9a inh | POLB inh | POLK inh | Apoferritin bind | molecule
-18% | 4% | 2% | -6% | -3% | -3%[12.7 µM] | -1% | -11% | -19% | CC(C)C(OC(=O)c1cc2occc2n1C)C(=O)NCc1ccc2c(c1)OCO2 (configuration not stated)
31%[activator] | -11% | ? | -2% | -5% | ? | 1% | 9% | -9% | Cc1ccc2[nH]cc(CCNC(=O)c3ccc([N+](=O)[O-])cc3)c2c1
21% | -19% | 9% | 1% | . | -34% | . | 4% | . | CC(C)CN(C(=O)CCC1CCCCC1)c1c(N)n(CC(C)C)c(=O)[nH]c1=O
0% | -15% | 17% | -6% | -14% | 68%[activator] | -17% | -10% | 322%[activator] | COc1cccc(-c2cc3nc(-c4ccccc4)cc(N4CCCC(O)C4)n3n2)c1 (configuration not stated)
7% | . | ? | . | -11% | 8.9µM* | -23% | -15% | -3% | COc1ccc(-n2c(CCC(=O)O)ccc2-c2ccccc2)c(OC)c1
-8% | -18% | -1% | . | -2% | -1%[59 µM] | 8% | -3% | -3% | CCCCCCOc1ccc(-c2nc3ccc(Br)cc3c(=O)o2)cc1
0% | -8% | -11% | 46%[activator] | -1% | 25µM* | 31% | 5% | -5% | O=C(CSc1nnc(CNC(=O)c2ccco2)o1)Nc1ccccc1F
? | -4% | 1% | 20% | -1% | 50µM* | 2% | 11% | -7% | CCC1(C)Cc2ccccc2-c2c1c(=O)n(-c1ccc(C)cc1)c1nnnn21 (configuration not stated)
2% | -17% | 7% | 4% | -7% | 35%[59 µM] | 1% | -16% | -6% | O=C(/C=C/c1ccc(S(=O)(=O)N2CCOCC2)cc1)NCc1ccccc1Cl
-22% | 4% | -2% | -1% | -9% | 5%[59 µM] | -1% | 0% | -15% | COc1ccc2cc(CN(CC3CCCO3)S(=O)(=O)c3ccc(C(C)=O)cc3)c(=O)[nH]c2c1 (configuration not stated)
9% | 8% | 7% | -6% | -13% | ? | 5% | 1% | 0% | O=C(CSc1nc2c(c(=O)n1-c1ccc(Br)cc1)SCC2)NCC1CCCO1 (configuration not stated)
13% | -7% | 3% | -3% | 4% | -23% | 31% | 14% | -19% | Cc1ccc(NC(=O)C2CCN(S(=O)(=O)c3cccc4cccnc34)CC2)nc1
-18% | -4% | 8% | 47%[activator] | -2% | -23% | 1% | -3% | -12% | CCC(=O)NCCc1nc2cc(NC(=O)c3ccc(F)cc3)ccc2n1C
? | 10µM* | ? | 3% | ? | ? | 10µM* | 79µM* | ? | CCOc1cc(/C=C2\C(=O)N(c3nc(-c4ccc(Br)cc4)cs3)N=C2c2ccccc2)ccc1O
20% | 1% | -8% | -5% | 0% | -12% | 33% | -23% | 3% | COc1cccc(C(N)=O)c1OC(=O)Cc1ccccc1F
96%[activator] | -17% | -22% | 1% | -14% | -36%[59 µM] | -8% | 5% | -3% | CCOC(=O)CNC(=O)CSc1nnc(NC(=O)c2ccccc2Cl)s1
0% | 13% | -9% | -2% | 1% | -46%[59 µM] | 0% | -8% | 1% | COc1ccccc1CNc1nc2nc(C)c(C)c(=O)n2[nH]1
-5% | -18% | 9% | -1% | 2% | 25%[59 µM] | 0% | -2% | -10% | O=C(CNS(=O)(=O)c1cccs1)N1CCCC1
2% | -23% | -4% | 21% | -10% | -8% | 21% | 4% | -9% | Cc1cc(C)c2cc(C#N)c(N3CCCN(C(=S)NCCCN(C)C)CC3)nc2c1
-1% | -10% | -31% | -5% | -8% | 11µM* | 5% | -15% | -11% | Cc1ccc(CNc2oc(-c3ccco3)nc2S(=O)(=O)c2ccccc2)cc1
18% | 1% | 10% | 0% | -2% | 13%[12.7 µM] | 6% | 3% | -10% | CCCCc1c(C)c2cc(C)ccc2[nH]c1=O
54%[activator] | -18% | -6% | 1% | 4% | . | 20% | -1% | -13% | CCCCNC(=S)N(CCN(C)C)Cc1cc2cc3c(cc2[nH]c1=O)OCCO3
2% | -23% | -31% | -7% | 0% | 27%[59 µM] | -12% | -9% | -8% | CN1/C(=C\C=Nc2cc(S(=O)(=O)N3CCOCC3)ccc2N2CCOCC2)C(C)(C)c2ccccc21
103%[activator] | -8% | ? | -4% | 1% | ? | -1% | 1% | -7% | CN(CC(=O)O)c1ccc(C(F)(F)F)cc1[N+](=O)[O-]
24% | -10% | -9% | 21% | 0% | 11% | -2% | 7% | -12% | Cc1ccn(CC(=O)NC2CCCN(Cc3ccc(CC(C)C)cc3)C2)n1 (configuration not stated)
22% | -17% | 4% | 0% | 1% | 28% | 19% | -13% | -10% | Cc1ccc(C(=O)CCS(=O)(=O)c2ccc(Br)cc2)cc1
16% | 1% | -14% | . | -14% | -7%[59 µM] | -20% | -11% | -12% | CCOc1ccc(NC(=O)CN2C(=O)C(c3ccccc3)=NC23CCC(C)CC3)cc1 (configuration not stated)
? | -4% | 12% | 4% | 1% | ? | 1% | 0% | -6% | OC(COc1ccc(Cl)cc1)CN1CCCCC1 (configuration not stated)
3% | -2% | -24% | -8% | -4% | ? | 2% | 1% | ? | COc1ccc(C(=O)Nc2ccc(S(=O)(=O)N3CCCC3)cc2)cc1
-11% | -7% | ? | -2% | 4% | 79µM* | 15% | 3% | 1% | Cc1ccc(-c2ccc(CCC(=O)O)n2C(C)C)cc1

Reprinted at random: four records from the list, in no set order.
POLI inh | POLH inh | BAZ2B inh | APE1 inh | BLM inh | G9a inh | POLB inh | POLK inh | Apoferritin bind | molecule
? | -4% | 12% | 4% | 1% | ? | 1% | 0% | -6% | OC(COc1ccc(Cl)cc1)CN1CCCCC1 (configuration not stated)
2% | -23% | -31% | -7% | 0% | 27%[59 µM] | -12% | -9% | -8% | CN1/C(=C\C=Nc2cc(S(=O)(=O)N3CCOCC3)ccc2N2CCOCC2)C(C)(C)c2ccccc21
18% | 1% | 10% | 0% | -2% | 13%[12.7 µM] | 6% | 3% | -10% | CCCCc1c(C)c2cc(C)ccc2[nH]c1=O
54%[activator] | -18% | -6% | 1% | 4% | . | 20% | -1% | -13% | CCCCNC(=S)N(CCN(C)C)Cc1cc2cc3c(cc2[nH]c1=O)OCCO3

Continued:
POLI inh | POLH inh | BAZ2B inh | APE1 inh | BLM inh | G9a inh | POLB inh | POLK inh | Apoferritin bind | molecule
15% | -8% | -7% | -37% | -4% | -7% | -6% | 1% | 3% | COc1ccc(CNC(=O)C[C@H]2C(=O)N(c3ccccc3)C[C@@H]2Cc2ccccc2)cc1
0%&-13% | -15%&-3% | 3%&-1% | -2%&6% | 0%&-2% | -44% | -23%&43% | -9%&2% | -7%&0% | COc1cc(C(=O)OC(C)CN2CCOCC2)cc(OC)c1OC (configuration not stated)
-27% | 0% | . | -10% | . | . | . | -9% | . | Cc1cnc(C(=O)OCc2nc3ccccc3o2)cn1
6% | -19% | 11% | -3% | -13% | 8%[12.7 µM] | 1% | 0% | ? | c1ccc(-c2ccc(-c3nc(-c4ccccn4)no3)cc2)cc1
? | -26% | . | -5% | . | . | . | -4% | . | O=C(CN1C(=O)C(=O)N(Cc2ccco2)C1=O)Nc1ccc(F)c(F)c1F
-3% | 6% | 5% | 4% | 1% | -6%[59 µM] | ? | -2% | 0% | Cc1ccc(NC(=O)C2CCCNC2=O)nc1 (configuration not stated)
24% | -21% | 5% | 3% | -4% | 17%[59 µM] | 2% | -7% | 1% | COc1ccc(OCc2nc3c4c(ncn3n2)-c2ccccc2CC42CCCC2)cc1
2% | -27% | -27% | -8% | -9% | ? | 2% | -6% | ? | C=CCn1c(C)cc(C(=O)COC(=O)/C=C/c2ccc(OC)cc2)c1C
? | ? | 28µM* | 15% | -4% | . | 16% | -14% | -5% | O=C(Nc1ccc(Cl)cc1)Nc1ccccc1Sc1ncc([N+](=O)[O-])s1
19% | -12% | 37%[activator] | -5% | -2% | 20%[12.7 µM] | 14% | -9% | ? | O=C(NCCCO)NC12CC3CC(CC(C3)C1)C2
18% | -17% | 14%[57.1 µM] | . | 2% | 0%[59 µM] | -10% | 2% | 5% | Cc1ccc(CCNC(=O)c2c(C)oc3nc(C)nc(N4CCOCC4)c23)cc1
28% | -15% | 1% | 1% | -1% | -9% | -21% | 7% | -16% | O=C(CSc1ccc(-c2ccc(F)cc2)nn1)Nc1ccc2c(c1)OCCO2
11% | 8% | -1% | 1% | -8% | . | 32% | 3% | -1% | CCn1ccc2cc(OC)ccc2c1=S
119%[activator] | -14% | -5% | 13% | 0% | 15% | -25% | -5% | -2% | COc1cc2c(=O)n(CCCC(=O)NCC3CCCO3)c(=O)n(CC(=O)c3ccc(F)cc3)c2cc1OC (configuration not stated)
22% | -25% | ? | 6% | -8% | -12%[0.501 µM] | 0% | -2% | ? | COC(=O)Nc1ccc2c(c1)Nc1ccccc1CC2
83%[activator] | -24% | -23% | -6% | -6% | 0% | -1% | -12% | -3% | CCN(CC)c1ccc(C(=O)N/N=C/c2ccc(OC)cc2OC)cc1
2% | -3% | 12% | -2% | 0% | . | -22% | 3% | -5% | O=C(c1ccc(F)cc1)C1CCN(C(=O)c2ccccc2F)CC1
-17% | 5% | -37% | . | -14% | 3.5µM* | ? | -12% | ? | Cc1cccc(C)c1NS(=O)(=O)c1ccc2c(c1)[C@H]1C=CC[C@H]1[C@@H](c1ccc(Cl)cc1)N2
2% | -12% | 30%[activator] | 8% | . | -47% | . | -11% | . | CCCCN(C(=O)C1=CC=CN2CCS(=O)(=O)N=C12)c1ccccc1
55%[activator] | -20% | -3% | -2% | 1% | . | 2% | 1% | 36%[activator] | Cn1nc2sc3ccccc3n2c(=O)c1=O
100%[activator] | -2% | 18% | -10% | -2% | . | 45% | -12% | -5% | CC(C)COc1ccc(C(=O)Nc2ncn[nH]2)cc1
23% | ? | ? | -10% | -12% | -13% | ? | -9% | ? | Cc1cccc(C)c1NC(=O)Cn1nc(-c2ccc(Cl)s2)ccc1=O
-9% | -13% | 1% | 1% | -1% | -8%[59 µM] | -8% | -12% | 4% | CCCn1nnc(NC(=O)c2ccc(Br)cc2)n1
